D2 antag: HTS Assay for Allosteric Antagonists of the Human D2 Dopamine Receptor: Primary Screen for Antagonists | D(2) dopamine receptor (Homo sapiens), P14416 | HEK293 TREx D2 cells, calcium flux, dopamine EC80 | inhibition, % at 10 µM | hit rate 2% among 340,000; in the data active = inhibition above about 30%; note: 0% is about no effect
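Inhibition of EC80 dopamine-driven calcium flux, recorded kinetically, defines activity here; cells are a tetracycline-induced HEK293 T-REx line expressing force-coupled D2.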
D2 agonist: HTS Assay for Allosteric Agonists of the Human D2 Dopamine Receptor: Primary Screen for Agonists | D(2) dopamine receptor (Homo sapiens), P14416 | HEK293 T-REx D2 cells, calcium flux agonist mode | activation, % at 2 µM | hit rate 0.53% among 340,000;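 active = activation over 3 SD above normal in the single-dose calcium agonist read, cut at about 30% in these data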; note: 0% is about no effect
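HEK293 Trex D2 cells, tetracycline-induced, o/n 30 C 5% CO2; no-wash Ca dye, RT 30–90 min; 10-cycle baseline, 23 nl cpd added, kinetic Ca read 180 s; agonist hits = positive Ca response.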
D2 PAM: HTS Assay for Positive Allosteric Modulators of the Human D2 Dopamine Receptor: Primary Screen for Potentiators. D(2) dopamine receptor (Homo sapiens), P14416. HEK293 T-REx D2, calcium flux, EC20 dopamine potentiation. potentiation, % at 10 µM. hit rate 0.34% among 340,000. AID 485347, 2010;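 active = potentiation over 3 SD above the plate norm, cut at about 30% in these data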; note: 0% is about no effect
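Potentiation of an EC20 dopamine calcium response measured kinetically over 180 s, after a preceding 180 s compound-only read flagging agonists. Cells: inducible Hek293 Trex D2 line, 4000/well, cultured overnight at 30 C before dye loading.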
RXFP1 antag: qHTS Assay for Antagonists of the Relaxin Receptor RXFP1. Relaxin receptor 1 (Homo sapiens), Q9HBX9. HEK293-RXFP1, relaxin-stimulated cAMP HTRF, 30 min; stronger effect = lower value. activity change, negative = inhibition, % at 57.5 µM. hit rate 0.59% among 350,000;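 active = activity change of -60% or lower, but not beyond a set lower limit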; note: % is set by controls: 0 for no effect and ±100 for the full control effect
Target sequence (Q9HBX9 whole entry, looked up): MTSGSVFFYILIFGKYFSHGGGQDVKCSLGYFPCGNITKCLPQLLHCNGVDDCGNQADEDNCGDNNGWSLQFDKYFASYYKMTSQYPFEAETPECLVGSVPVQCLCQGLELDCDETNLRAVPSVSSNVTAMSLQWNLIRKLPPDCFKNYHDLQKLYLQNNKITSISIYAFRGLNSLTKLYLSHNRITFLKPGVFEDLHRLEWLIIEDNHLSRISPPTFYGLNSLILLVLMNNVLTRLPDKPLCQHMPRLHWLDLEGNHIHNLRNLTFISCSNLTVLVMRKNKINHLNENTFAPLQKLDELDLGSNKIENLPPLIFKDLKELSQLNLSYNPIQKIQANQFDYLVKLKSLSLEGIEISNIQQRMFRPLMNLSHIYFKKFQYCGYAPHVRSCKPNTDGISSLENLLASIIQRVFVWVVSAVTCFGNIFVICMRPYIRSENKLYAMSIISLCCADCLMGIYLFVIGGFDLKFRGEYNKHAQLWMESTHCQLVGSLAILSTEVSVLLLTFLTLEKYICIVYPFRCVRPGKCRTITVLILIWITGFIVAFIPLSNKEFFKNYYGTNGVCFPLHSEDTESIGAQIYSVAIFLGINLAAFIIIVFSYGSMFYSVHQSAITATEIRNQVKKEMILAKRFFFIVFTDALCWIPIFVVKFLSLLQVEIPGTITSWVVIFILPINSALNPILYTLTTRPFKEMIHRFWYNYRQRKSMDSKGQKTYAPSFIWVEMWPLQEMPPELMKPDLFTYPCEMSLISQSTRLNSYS
D1 agonist: Allosteric Agonists of the Human D1 Dopamine Receptor: qHTS. D(1A) dopamine receptor (Homo sapiens), P21728. HEK293 T-REx D1 cells, calcium flux, agonist mode. activation, % at 2 µM. hit rate 1% among 360,000. AID 504660, 2011; note: 0% is about no effect
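Tetracycline-induced HEK293 TREx D1 cells, force-coupled to calcium signalling, were dye-loaded with a no-wash calcium kit. Compound was pin-added after a 10 s baseline. Fluorescence was read kinetically at 1 cycle/s for 180 s, with calcium rises flagged as agonism.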
D1 antagonist: Antagonist of Human D 1 Dopamine Receptor: qHTS. activity change, negative = inhibition, % at 10 µM. HEK293 TREx D1 cells, calcium flux, dopamine EC80; stronger effect = lower value. AID 504652, 2011. D(1A) dopamine receptor (Homo sapiens), P21728. hit rate 3.2% among 360,000; in the data active = activity change below about -30%; note: % is set by controls: 0 for no effect and ±100 for the full control effect
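After overnight tetracycline induction at 30 C, force-coupled D1 HEK293 cells took up a no-wash calcium dye at room temperature. Compounds were added and monitored 180 s, and the response to EC80 dopamine was then recorded.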
TRHR PAM: qHTS for Small Molecule Agonists and Allosteric Enhancers of Human TRH Receptor: Primary Screen for Enhancers | TRHR cells, fluo-8 calcium fluorescence, EC20 TRH enhancement | AID 493056, 2011 | Thyrotropin-releasing hormone receptor (Homo sapiens), P34981 | hit rate 0.66% among 360,000 | enhancement, % at 2 µM; in the data active = enhancement above about 30%; note: 0% is about no effect
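TRHR-expressing cells loaded with fluo-8 calcium dye were read kinetically (ex 480/em 530) during compound addition, then stimulated with an EC20 of TRH (10 nM final). Enhancement of the Gq-mediated intracellular calcium response was scored.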
D1 PAM: Potentiators of Human D1 Dopamine Receptor: qHTS; AID 504651, 2011; HEK293 TREx D1 cells, calcium flux, dopamine EC20 potentiation; hit rate 0.036% among 360,000; D(1A) dopamine receptor (Homo sapiens), P21728; potentiation, % at 10 µM; in the data active = potentiation above about 30%; note: 0% is about no effect
TRHR agonist: qHTS for Small Molecule Agonists and Allosteric Enhancers of Human TRH Receptor: Primary Screen for Agonists. Thyrotropin-releasing hormone receptor (Homo sapiens), P34981. TRHR cells, calcium flux fluo-8, FDSS agonist mode. activation, % at 2 µM. hit rate 0.18% among 360,000; note: 0% is about no effect
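Fluo-8-loaded TRHR cells; 10 s baseline, compound added, kinetic Ca2+ fluorescence read 1/s, agonist mode.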
* = called active by the depositor; · = not tested or not shown. Cut-off read from the data, not from the text of the source, unless noted: active = activation above about 30%; inactive = the rest.

mol,D2 antag,D2 agonist,D2 PAM,RXFP1 antag,D1 agonist,D1 antagonist,TRHR PAM,D1 PAM,TRHR agonist
COc1ccccc1NC(=O)CCCNC(=O)Cn1cnc2sc(C)c(C)c2c1=O,0,0.1,3,1,0,11,-6,-7,0.1
O=C(COc1ccc(S(=O)(=O)NCc2ccccc2)cc1)NCc1cccnc1,-2,0.6,-8,-9,-1,4,0,0,0.6
O=C(/C=C/c1cccc([N+](=O)[O-])c1)c1ccco1,24,3.4,-7,·,2,-9,-2,2,1.1
Cc1ccc(C)c(NC(=O)Cn2c(=O)n(Cc3cccs3)c(=O)c3cccnc32)c1,·,-0.5,-19,·,-1,1,-5,-4,0.1
CCOc1ccccc1CNC(=O)C1CCCN(c2ncnc3c2nc2n3CCCCC2)C1 (centres undefined),0,7.9,12,-3,2,-13,0,-7,-0.3
CSC1=C(C#N)C(c2ccc(C)s2)CC(=O)N1 (centres undefined),-8,0.9,-9,-3,1,-14,-1,-3,-1.0
COc1cc(N2C(=O)c3ccccc3C2=O)c(Cl)cc1C(=O)OCC(=O)N(C)C,-3,0.1,0,-4,1,·,-5,-7,0.0
COc1ccc(-c2cnn3c(N)c(S(=O)(=O)C(C)(C)C)cnc23)cc1,2,-0.4,12,1,2,-14,4,-1,0.4
CCOc1ccccc1CN1CCN(Cc2cccc3nonc23)CC1CCO (centres undefined),-6,0.3,14,3,3,1,28,-3,-0.1
Cc1cc(-c2ccc(C)c(S(=O)(=O)N(Cc3cccs3)C(C)C)c2)on1,·,0.8,0,-37,8,11,-1,-4,0.7
COc1ccc(C(=O)NCCCNC(=O)c2ccccn2)cc1,-23,0.8,12,-3,2,-12,0,3,0.0
COC(=O)c1ccsc1NC(=O)CN1CCN(Cc2ccc3c(c2)OCO3)CC1,12,-0.5,-20,-14,2,3,-1,-1,0.2
CCOC(=O)N1CCN(C2=C(NS(=O)(=O)c3ccc(NC(C)=O)cc3)C(=O)c3ccccc3C2=O)CC1,·,·,·,9,3,0,-7,-3,-0.1
Cc1cc(C)c(Cn2c3ccccc3c3cnn(CC(=O)N4CCCCCC4)c(=O)c32)c(C)c1,·,-1.2,5,-9,1,-8,0,1,-0.9
Cn1cccc1/C=N\NC(=O)C1COc2ccccc2O1 (centres undefined),-2,0.4,13,2,1,-38*,-5,-10,0.1
CC1(C)Cc2c(c(N3CCOCC3)nc3sc(C#N)c(N)c23)CS1,38*,-0.3,14,-8,1,9,6,0,-0.5
Cc1cc(C(=O)COc2ccc(C#N)cc2)c(C)n1-c1ccc2c(c1)OCO2,-25,0.1,11,11,8,-24,-1,-5,-0.2
COC(C[C@H](O)[C@H](C)[C@@H](O)COCc1ccccc1)OC,28,-0.3,10,·,1,-19,4,-6,-0.1
CCCCOc1ccc(C2C(=O)N(C3CCCCC3)CC(=O)N2CCCC)cc1 (centres undefined),·,1.2,-5,-15,0,-12,-2,0,0.8
Cc1ccc2nc(Nc3ncc4c(n3)CCCC4=O)nc(C)c2c1,1,0.4,4,·,0,-5,-21,-3,0.5
Cc1cccc(NS(=O)(=O)c2nnc(NC(=O)CC(C)C)s2)c1,-29,0.9,3,10,1,0,2,11,0.3
Cc1ccc(CCN2CC(C(=O)O)CC2=O)cc1 (centres undefined),1,0.6,0,-7,3,-4,1,-3,0.1
COc1ccc(NC(C)=O)cc1NC(C)C(=O)Nc1cccc(S(=O)(=O)N2CCOCC2)c1 (centres undefined),3,-1.7,-6,-3,3,-16,-1,-1,0.0
Cc1nonc1NC(=O)CSc1nnc(-c2ccoc2C)n1-c1cccc(Cl)c1,28,0.9,14,5,0,11,-5,1,-0.4
COCCn1ccc(O)c(Cc2ccc(Cl)cc2)c1=O,6,-0.2,5,4,-1,-2,-2,-6,0.3
Cc1ccc(N(CC(C)C)S(=O)(=O)c2nnc(NC(=O)c3cccs3)s2)cc1,·,2.1,-10,-21,1,2,1,-3,6.5
O=C1C2C3C=CC(C4CC34)C2C(=O)N1/N=C/c1ccc(-c2ccccc2[N+](=O)[O-])o1 (centres undefined),-17,0.7,11,-11,2,15,-1,-2,0.0
Cc1ccc(-n2c(=O)c3c(c4cc(C)ccc4n3C)n(CC(=O)c3ccc(Cl)cc3)c2=O)cc1,·,-0.7,11,·,2,-25,8,-1,-1.5
Cc1cccc(C)c1N=Nc1c(C)cc(O)cc1C,-16,0.7,-2,-2,12,2,1,-2,-1.7
COc1ccc(O)c(C(=O)C2c3ccccc3C(=O)N2c2ccc(C)cc2)c1 (centres undefined),-4,-0.5,-1,-4,0,-19,-7,-7,-0.1

With a hit mark in D2 antag (from the list above):
SMILES,D2 antag,D2 PAM,RXFP1 antag,D1 agonist,D1 antagonist,TRHR PAM,D1 PAM,TRHR agonist
CC1(C)Cc2c(c(N3CCOCC3)nc3sc(C#N)c(N)c23)CS1,38*,14,-8,1,9,6,0,-0.5

(listing goes on)
mol,D2 antag,D2 agonist,D2 PAM,RXFP1 antag,D1 agonist,D1 antagonist,TRHR PAM,D1 PAM,TRHR agonist
COc1cc(/C=c2\sc3n(c2=O)C(c2ccccc2)C(c2ccccc2)=NN=3)ccc1O (centres undefined),8,2.2,1,-6,10,-2,1,-1,6.9
Cc1cc(=O)[nH]c(SCC(=O)Nc2ccccc2C#N)c1C#N,9,1.1,5,-2,2,-23,0,-3,0.4
O=C(NC(Cc1ccccc1)C(=O)Oc1ccc2c(C(F)(F)F)cc(=O)oc2c1)OCc1ccccc1 (centres undefined),-2,4.7,-4,·,10,3,-3,4,5.4
CCOC(=O)c1c(NC(=O)Cn2nc(C(=O)O)c3ccccc3c2=O)sc(CC)c1C,0,-0.1,-1,5,2,8,-2,-3,-0.1
C/C(N)=C(/C#N)C(=O)COc1ccc(Cl)cc1Cl,2,-0.7,1,2,3,-15,4,-8,-0.6
CC(C)Cc1nnc(NC(=O)CCC(=O)N2CCN(c3ccc(Cl)cc3)CC2)s1,-1,0.1,6,-12,3,15,7,-4,0.5
CCN(CC)S(=O)(=O)c1ccc(S(=O)(=O)N2CCCC2)cc1,-5,-0.3,-10,7,3,-2,38*,7,-0.4
CC(=O)Nc1cc(C(F)(F)F)ccc1OCC1CCCO1 (centres undefined),4,1.7,3,1,1,1,23,2,0.2
COc1ccc([N+](=O)[O-])cc1CSc1nnc(NC(C)=O)s1,·,·,·,-11,2,6,3,-6,0.2
CCOc1ccccc1CN1C(=O)c2ccccc2C1C(=O)NC(C)CC (centres undefined),8,0.9,-8,4,-1,·,-1,-5,-0.7
CCN(CC)CCCNC(=O)C1CCN(S(C)(=O)=O)CC1,·,·,·,-6,-2,-11,-12,0,0.4
Cc1cc(C)nc(-n2nc(C)c3c2N(Cc2ccccc2F)C(=O)CC3c2ccc(Cl)cc2)n1 (centres undefined),·,-1.0,15,-5,-2,-1,-1,4,0.4
CCc1ccc(-n2c(=O)c3sc4ccccc4c3n(CC(=O)NC3CCCCC3)c2=O)cc1,·,0.1,-3,·,0,-24,-2,2,0.3
CC(CCc1ccccc1)NC(=O)COC(=O)c1cc(NS(=O)(=O)c2ccc(Cl)c([N+](=O)[O-])c2)ccc1O (centres undefined),4,0.0,-1,-21,7,-19,-3,-7,1.0
CCc1ccc(/C=N/NC(=S)NCCc2ccccc2)cc1,4,7.2,5,0,2,-14,1,2,0.5
COc1ccc(-c2cn3nc(N4CCC(C(=O)Nc5ccccc5OC)CC4)sc3n2)cc1,·,·,2,-11,4,-9,-3,-3,0.3
CO[C@@H]1[C@@H](OC(N)=O)[C@@H](O)C(Oc2ccc3c(O)c(NC(=O)c4ccc(O)c(CC=C(C)C)c4)c(=O)oc3c2C)OC1(C)C (some centres undefined),-9,1.4,5,·,6,-10,10,-4,-0.4
COc1ccccc1CN1C(=O)C(=O)N(Cc2cccc(C)c2)C1=O,-17,1.0,4,-6,5,-9,-8,2,-1.4
COc1ccc(NC(=O)CCCC(=O)O)cc1Cl,9,0.4,-5,2,3,6,-2,4,0.0
CCC1CCCCN1C(=O)Nc1cc(Cl)ccc1OC (centres undefined),3,-0.2,-2,-1,2,-12,-4,-2,-2.0

One compound at a time (already shown).
Listed for `CCN(CC)S(=O)(=O)c1ccc(S(=O)(=O)N2CCCC2)cc1` → D2 antag: -5; D2 agonist: -0.3; D2 PAM: -10; RXFP1 antag: 7; D1 agonist: 3; D1 antagonist: -2; TRHR PAM: 38*; D1 PAM: 7; TRHR agonist: -0.4
Listed for `Cc1ccc(C)c(NC(=O)Cn2c(=O)n(Cc3cccs3)c(=O)c3cccnc32)c1` → D2 antag: ·; D2 agonist: -0.5; D2 PAM: -19; RXFP1 antag: ·; D1 agonist: -1; D1 antagonist: 1; TRHR PAM: -5; D1 PAM: -4; TRHR agonist: 0.1

Bioassay records: PubChem, National Center for Advancing Translational Sciences (NCATS)
